Tb MetRS inh = blocks T. brucei methionyl-tRNA synthetase activity; purified T. brucei MetRS, ATP depletion, Kinase-Glo luminescence; inhibition, % at 11.9 µM; 360,000 tested, 0.4% active; AID 624268;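 active = inhibition above a per-plate cutoff of the control wells' mean inhibition plus 3 SD, cut at about 5.5% in these data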;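 note: 0% = DMSO wells median and 100% = median of wells with control inhibitor compound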
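technique = Kinase-Glo luminescence, ATP depletion format | system = purified MetRS (methionyl-tRNA synthetase) enzyme from Trypanosoma brucei | timing = 15 min preincubation, 2 h reaction, all 25 °C | evaluation = percent inhibition versus plate control medians | dosing = single dose, 11.9 µM final nominal, 0.9% final DMSO | also added = substrates ATP, L-methionine and bulk Escherichia coli tRNA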
LMPTP inh = blocks human LMPTP phosphatase; inhibition, % at 20 µM; AID 651560; 360,000 tested, 0.22% active; recombinant LMPTP-A, OMFP fluorogenic substrate, fluorescence intensity;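 active = compounds that cut the enzyme signal by at least half of the control window in the single-dose screen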;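 note: plate controls were DMSO wells with enzyme plus substrate for no effect and substrate without enzyme for full effect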
Target sequence (P24666 whole entry, looked up): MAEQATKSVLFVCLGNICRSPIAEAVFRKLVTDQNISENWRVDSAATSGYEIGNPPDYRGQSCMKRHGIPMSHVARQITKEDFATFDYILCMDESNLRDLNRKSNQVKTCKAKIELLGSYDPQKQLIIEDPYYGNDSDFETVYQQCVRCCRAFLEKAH
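Test system – LMPTP-A phosphatase enzyme · Quantity – 0.625 nM LMPTP-A final · Reagent – OMFP substrate, 400 µM final · Dosing – one test concentration per compound, 20 µM, with 3% DMSO overall · Timing – 50 min enzyme reaction at room temperature, protected from light · Detection – fluorescence intensity · Controls – substrate-only low control, DMSO enzyme-plus-substrate high control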
Scp-1 inhibitor = inhibitors of human Scp-1 phosphatase. Recombinant Scp1, phosphopeptide, malachite green phosphate absorbance. inhibition, % at 20 µM. 340,000 tested, 0.88% active;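 active = inhibition above about 50% at 20 µM, limit read from the data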;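 note: plate controls were DMSO wells with enzyme for no effect and wells lacking enzyme for full effect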
Target sequence (Q9GZU7 76-261 limits assumed): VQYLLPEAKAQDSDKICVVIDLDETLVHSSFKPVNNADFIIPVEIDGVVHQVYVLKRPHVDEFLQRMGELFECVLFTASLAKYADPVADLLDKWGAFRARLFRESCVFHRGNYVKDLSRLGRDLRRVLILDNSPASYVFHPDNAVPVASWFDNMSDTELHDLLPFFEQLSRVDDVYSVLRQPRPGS
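Test system: SCP-1 catalytic domain; Buffer or medium: Acidic Tris acetate buffer with magnesium and detergent; Also added: Phosphorylated 17-residue peptide substrate; Compound: single 20 µM dose, 1% DMSO; Schedule: enzyme reaction 45 min at room temperature, colour 5 min, stabilisation 30 min; Signal: Phosphate-binding colour reagent, absorbance read at 630 nm.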
bovine MsrA act = bovine methionine sulfoxide reductase A activation; purified bovine MsrA, absorbance read-out; activation, % at 10.6 µM; 360,000 tested, 0.3% active; AID 602163; in the data active = activation above about 7.5%;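 note: 0% = vehicle and 100% = reference activator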
STEP inh = inhibitors of human striatal-enriched phosphatase STEP | P54829 | recombinant STEP, OMFP fluorogenic substrate, fluorescence | inhibition, % at 20 µM | 360,000 tested, 0.25% active | AID 588621;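 active = inhibition at 20 µM, scaled per plate between control wells, above about 37%, limit read from the data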;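 note: 0% = DMSO with enzyme and substrate and 100% = substrate only without enzyme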
Target sequence (P54829 whole entry, looked up): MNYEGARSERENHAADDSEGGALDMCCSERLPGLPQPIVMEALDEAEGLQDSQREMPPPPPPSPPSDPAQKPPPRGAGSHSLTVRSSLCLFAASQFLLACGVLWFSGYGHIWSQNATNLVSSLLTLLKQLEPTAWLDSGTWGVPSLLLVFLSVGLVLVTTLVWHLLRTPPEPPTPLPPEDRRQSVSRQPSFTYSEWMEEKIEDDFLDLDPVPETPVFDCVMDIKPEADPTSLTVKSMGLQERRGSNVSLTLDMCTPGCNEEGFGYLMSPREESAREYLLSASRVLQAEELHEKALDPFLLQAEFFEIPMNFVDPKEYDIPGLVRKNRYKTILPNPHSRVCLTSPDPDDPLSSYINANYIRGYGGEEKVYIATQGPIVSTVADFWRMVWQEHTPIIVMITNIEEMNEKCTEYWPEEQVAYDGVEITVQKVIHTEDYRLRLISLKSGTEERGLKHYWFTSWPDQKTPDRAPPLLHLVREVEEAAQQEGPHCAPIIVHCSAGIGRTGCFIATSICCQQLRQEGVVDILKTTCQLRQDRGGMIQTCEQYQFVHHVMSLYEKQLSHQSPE
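System: isolated STEP enzyme; schedule: 20 min enzyme reaction at room temperature, protected from light; medium: Bis-Tris buffer pH 6.0, 2.5 mM DTT, 0.005% Tween 20; signal: fluorescence, 480/540 nm; dosing: single compound dose of 20 µM, 1% DMSO final; also added: OMFP substrate, 25 µM final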
SUMO1 PPI mod = SUMO1-SIM interaction modulation; inhibition, % at 20 µM; P63165; 360,000 tested, 0.33% active; SUMO1 binding to a labelled peptide, TR-FRET, 1 h; AID 602429; in the data active = inhibition above about 37%
Target sequence (P63165 whole entry, looked up): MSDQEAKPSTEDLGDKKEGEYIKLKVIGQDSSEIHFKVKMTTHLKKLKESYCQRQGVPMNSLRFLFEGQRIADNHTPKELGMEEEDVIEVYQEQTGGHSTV
eLon inh = inhibitors of E. coli Lon protease; purified E. coli Lon protease, fluorescence polarization; inhibition, % at 7.94 µM; 360,000 tested, 0.42% active; AID 602123; in the data active = inhibition above about 13%, passing the limit was not always enough;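 note: 0% = enzyme with probe and DMSO and 100% = no enzyme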
DNMT1 block = DNMT1 (human) enzyme inhibition; AID 588458; 360,000 tested, 0.83% active; DNMT1 molecular beacon, Hinp1I cleavage, fluorescence; P26358; inhibition (reported as % activation of signal), % at 10 µM; in the data active = inhibition above about 50%
CendR NRP1 mod = alters CendR peptide binding to human NRP-1 | O14786 | FAM-RPARPAR peptide binding to NRP-1, fluorescence polarization | inhibition, % at 25 µM | 360,000 tested, 0.85% active;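 active = inhibition or corrected inhibition above about 18%, plus a signal ratio from 0.5 to 1.5, limit read from the data, passing the limit was not always enough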; note: strong numbers were not always called active
MsrA inh = inhibitors of bovine MsrA; purified bovine MsrA, absorbance read-out; inhibition, % at 15.5 µM; 360,000 tested, 0.75% active; in the data active = inhibition above about 4.5%;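 note: 0% = vehicle wells with enzyme and 100% = reference inhibitor wells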
Active calls of the source: *; . = not tested or not shown.

SMILES | Tb MetRS inh | LMPTP inh | Scp-1 inhibitor | bovine MsrA act | STEP inh | SUMO1 PPI mod | eLon inh | DNMT1 block | CendR NRP1 mod | MsrA inh
CN1CCN(S(=O)(=O)c2cccc(C(=O)N(C)CC(=O)Nc3ccc(F)c(F)c3F)c2)CC1 | -0.3 | -0.4 | 95* | -5 | 3 | 4 | 7 | 2 | 11 | -1.3
C[C@@H](C(=O)Nc1cc(C(F)(F)F)ccc1N1CCOCC1)N1C(=O)C2CC=CCC2C1=O (some centres undefined) | -0.4 | -0.9 | -7 | -1 | -1 | -5 | 10 | 3 | -11 | -0.2
CC(C)c1nnc(NC(=O)Cn2nc(-c3ccc4c(c3)OCCO4)ccc2=O)s1 | -1.4 | -1.1 | 16 | -8 | -1 | -8 | 6 | 0 | -20 | 0.5
CC(C)[C@H](NS(=O)(=O)c1ccc2c(c1)OCCO2)C(=O)OCC(=O)Nc1ccccc1Cl | -0.5 | -1.5 | -7 | -2 | -3 | 4 | -2 | -2 | -15 | -0.2
Cc1nn(-c2nc3ccccc3[nH]2)c(=O)c2ccccc12 | -9.7 | 0.0 | -2 | -5 | -1 | -3 | -6 | -2 | -17 | 0.4
CC(C)OC(=O)CSc1nnc(-c2ccccc2)n1N | -0.7 | -0.7 | -6 | -6 | 3 | -1 | -6 | 2 | -12 | -0.7
CC(C)(C)NC(=O)COC(=O)c1ccc(S(=O)(=O)N2CCCC2)cc1 | -1.4 | -1.2 | 0 | -11 | -2 | 4 | -8 | 2 | 2 | 0.1
C/C(CC(=O)Nc1cc(C)ccn1)=N\NC(=O)c1ccncc1 | -1.2 | -1.2 | 1 | -13 | -7 | 3 | 6 | 0 | 4 | 0.0
CC1=C(C(=O)OC(C)C)C(c2ccc(N(C)C)cc2)C2=C(CC(C)(C)CC2=O)N1 (centres undefined) | -0.2 | 0.1 | 3 | -4 | 2 | -4 | -3 | -5 | -3 | 2.1
O=C(N/N=C/c1ccc(OCC(=O)N2CCCCC2)cc1)c1ccccc1O | 0.2 | -0.6 | -7 | -8 | -2 | 0 | 0 | 1 | -7 | 1.9
CC(=O)Oc1ccc(C(=O)Nc2ccc(C3(C#N)CCCC3)cc2)cc1 | -1.1 | -0.4 | -1 | -3 | 15 | 1 | -4 | 11 | 2 | -1.6
CN(Cc1nccs1)C(=O)c1ccc(OC2CCN(CCc3ccccc3)CC2)cc1 | -0.3 | 0.3 | -9 | -3 | 0 | 2 | 3 | 0 | 12 | -1.6

Overlap with the part before: 2 compounds; new compounds follow.
SMILES | Tb MetRS inh | LMPTP inh | Scp-1 inhibitor | bovine MsrA act | STEP inh | SUMO1 PPI mod | eLon inh | DNMT1 block | CendR NRP1 mod | MsrA inh
CC(=O)Oc1ccc(C(=O)Nc2ccc(C3(C#N)CCCC3)cc2)cc1 | -1.1 | -0.4 | -1 | -3 | 15 | 1 | -4 | 11 | 2 | -1.6
CN(Cc1nccs1)C(=O)c1ccc(OC2CCN(CCc3ccccc3)CC2)cc1 | -0.3 | 0.3 | -9 | -3 | 0 | 2 | 3 | 0 | 12 | -1.6
Brc1ccccc1OCCCN1CCOCC1 | -0.6 | -1.2 | -6 | 1 | 1 | 1 | -3 | 0 | 4 | 1.6
C=CCNc1nc(C(=O)OCC(=O)Nc2cccc(SC)c2)cs1 | -0.2 | -0.7 | -3 | -1 | 0 | 2 | -3 | -6 | 2 | 0.1
CCCCNC(=O)CCC(=O)NNc1nc2ccccc2c2nc(-c3ccccc3)nn12 | -0.6 | -1.1 | -8 | 1 | 0 | 6 | 4 | -1 | 8 | 0.3
CCCN=C1N(C)C[C@@H]2[C@@H]3C(=O)N(Cc4ccccc4)C(=O)[C@@H]3[C@](CC)(C(=O)OC)N12 | -2.4 | -0.9 | 15 | -5 | -3 | -2 | -2 | 4 | 1 | -0.3
Cc1nnc(NNS(=O)(=O)c2ccc(Cl)cc2)[nH]c1=O | -1.2 | 2.3 | -2 | -8 | 0 | -2 | -4 | 5 | 10 | 0.7
Cc1ccc(NC(=O)CCC(=O)NNC(=O)COc2cccc3ccccc23)c(C)c1 | 0.2 | 2.1 | 10 | -2 | 1 | 2 | 4 | -2 | 4 | -0.5
COc1ccc(OC)c(S(=O)(=O)Nc2c(C)cccc2C)c1 | 0.7 | 0.0 | -3 | -1 | -4 | 3 | -7 | 0 | 3 | 2.6
CCC(=O)Nc1nnc(-c2ccccn2)o1 | 0.2 | -1.1 | 0 | -5 | -4 | 0 | -12 | 6 | 5 | -0.4
CCOC(=O)c1sc(NC(=S)NC(=O)c2ccc(OC)cc2)nc1C | -1.1 | 0.2 | -7 | -3 | 1 | -32 | -9 | 14 | 3 | -0.2
Cn1c(CC(=O)Nc2ccccc2Cl)nnc1SCC(=O)Nc1nncs1 | -0.9 | -2.1 | 37 | -4 | 1 | 3 | -6 | 4 | -2 | -0.8
COc1ccc(C(C)(C)C)cc1NC(=O)CSc1ncn[nH]1 | -0.5 | -1.1 | -3 | -5 | 1 | 3 | -16 | 2 | 3 | -0.8
COc1ccc(C2=CN(Cc3ccccc3)CCC2=O)cc1 | -0.3 | 0.9 | 1 | -1 | 0 | 2 | -6 | 0 | -7 | 1.9
COc1ccc(S(=O)(=O)N2CCC3CC2c2cc(-c4ccc5c(c4)OCO5)ccc23)cc1 (centres undefined) | -0.5 | 2.1 | . | -4 | -1 | 1 | 0 | 14 | 17 | 0.2
CNCc1ccc(OCc2ccccc2)c(OC)c1 | -0.8 | -0.7 | 2 | -1 | 0 | 0 | -6 | 1 | -9 | 0.4
CC(C)NC(=S)n1cc(C(=O)c2cc(Cl)cc(Cl)c2O)cn1 | -0.2 | -2.1 | -10 | -1 | 0 | 9 | -4 | 0 | -2 | -0.9
O=C(NCCc1c[nH]c2ccccc12)c1[nH]c(C(F)(F)F)nc1-c1ccccc1 | 0.1 | 0.1 | . | -1 | -1 | 12 | 2 | -8 | 1 | 0.3
Cc1ccc2[nH]c(=O)c(-c3noc(CC(C)C)n3)cc2c1 | -0.8 | 0.0 | -3 | -8 | -1 | -5 | 6 | -2 | 6 | 0.2
C/C(=N/NC(=O)c1cccs1)c1ccco1 | 0.1 | -1.7 | -5 | -4 | -5 | -4 | -6 | 1 | -12 | 2.2
O=C(/C=C/c1ccc(F)cc1)NC(=S)N1CCN(Cc2ccccc2)CC1 | -0.8 | 0.3 | -7 | -5 | 3 | 0 | 3 | -4 | -7 | -0.4
COc1cc(OC)cc(C(=O)N[C@H](C(=O)OCC(=O)N2CCc3ccccc32)C(C)C)c1 | -0.1 | -0.4 | -7 | -2 | 2 | -1 | -6 | -2 | -23 | 0.4
CCC(=O)NC1(C(F)(F)F)C(=O)Nc2c1c(=O)n(C)c(=O)n2C (centres undefined) | 0.1 | -1.9 | -11 | -4 | -2 | -3 | -3 | 5 | -7 | 0.8
CCOC(=O)C(Cc1ccccc1)NC(=O)CCC(=O)c1ccc(OC)cc1 (centres undefined) | -1.6 | 1.8 | 2 | -11 | -2 | 1 | 4 | 6 | -5 | 1.7
COCCn1cc(C(=O)c2ccccc2OCC(=O)Nc2cc(C)on2)cc(C#N)c1=O | -0.5 | -1.1 | 3 | -1 | -3 | 0 | 8 | 2 | -9 | 1.3
N#Cc1nc(COc2ccccc2)oc1N1CCCC1 | 1.4 | 0.2 | 3 | -4 | 3 | 8 | -2 | 0 | -2 | 1.7
CC(C(=O)NC1CCCC1)n1c(C2CCCC2)nc2ccccc21 (centres undefined) | -0.6 | -0.9 | . | . | . | 1 | . | . | 17 | 0.0
CC1CC(C)CN(C(=O)COC(=O)c2ccc3ncsc3c2)C1 (centres undefined) | -0.2 | 1.8 | -5 | -12 | 0 | -5 | 0 | 4 | 0 | -0.2
COc1ccc(NC(=O)CSc2nc3[nH]c(=O)[nH]c(=O)c3s2)cc1OC | 0.0 | -2.2 | -8 | -1 | 2 | 0 | -13 | -1 | 2 | 1.2
Cc1cc(C)cc(N(CC(=O)NCc2ccco2)C(=O)CCC(=O)Nc2nccs2)c1 | -0.9 | -0.1 | 1 | -10 | -2 | -3 | 0 | 3 | 4 | -0.8
CN(C)c1ccc(CNCc2cccnc2)cc1 | 2.1 | -2.9 | -7 | -12 | -4 | 3 | -12 | 3 | 10 | -1.1
Fc1ccccc1OCCCn1ccnc1 | -0.4 | -0.5 | -6 | -1 | -6 | 3 | -6 | -4 | 4 | 0.6
CCOc1cc(CNCc2cccnc2)ccc1OCC(=O)NC(C)(C)C | 0.1 | -1.1 | -5 | -6 | 1 | 1 | -1 | 1 | 15 | 2.9
O=C(NCC(=O)N(c1ccccc1)C(C(=O)NC1CCCC1)c1ccncc1)c1cccs1 (centres undefined) | -0.2 | -0.6 | -5 | -1 | 1 | 2 | 7 | -1 | 0 | -0.4
Cc1[nH]c2ccccc2c1CCN(Cc1cccnc1)C(=S)NC(C)(C)C | -0.5 | 0.2 | -1 | -1 | -2 | -4 | -9 | -6 | 1 | 0.8
COc1cc(CN(C)Cc2cccc3ccccc23)cc([N+](=O)[O-])c1O | -0.3 | -4.1 | -6 | -4 | -1 | -21 | 9 | 1 | 0 | 1.0
O=C(CN1C(=O)c2cccc([N+](=O)[O-])c2C1=O)OCC(=O)N1CCCCC1 | -0.7 | -1.1 | 5 | -12 | 0 | -23 | -1 | 4 | -4 | -0.6
Cc1noc(C)c1S(=O)(=O)N1CCC(C(=O)NC2CCCc3ccccc32)CC1 (centres undefined) | -0.6 | -1.5 | 0 | -1 | 0 | -2 | 4 | -3 | -2 | 0.8

3 entries from above, sorted by the number in STEP inh, low to high:
compound,STEP inh
Fc1ccccc1OCCCn1ccnc1,-6
COc1cc(CN(C)Cc2cccc3ccccc23)cc([N+](=O)[O-])c1O,-1
Cc1noc(C)c1S(=O)(=O)N1CCC(C(=O)NC2CCCc3ccccc32)CC1 (centres undefined),0

The listing continues:
SMILES | Tb MetRS inh | LMPTP inh | Scp-1 inhibitor | bovine MsrA act | STEP inh | SUMO1 PPI mod | eLon inh | DNMT1 block | CendR NRP1 mod | MsrA inh
CC(/C=N/n1c(C2CCCCC2)n[nH]c1=S)=C\c1ccccc1 | -0.5 | 2.1 | 0 | -1 | 3 | -15 | 3 | -1 | -7 | 0.4
COc1cccc(OC(=O)c2cc3ccccc3oc2=O)c1 | -0.5 | -0.2 | -11 | -1 | 2 | -44 | -5 | 2 | -3 | 1.1
CCN(CC)C(=O)CSc1nc(C)cc(C)n1 | -0.7 | -0.8 | -9 | -1 | 2 | -1 | 6 | 0 | -2 | 0.4
CC(C)(C)C(=O)Nc1nc(=S)ss1 | -0.9 | 1.0 | -4 | -4 | 3 | -10 | 2 | -4 | 0 | -1.0
CCc1ccc2cc3c(cc2n1)C(=O)c1ccccc1-3 | 0.2 | 3.4 | . | -2 | 2 | -28 | -4 | -5 | 1 | 0.6
CCCN1CCN(C(=S)Nc2ccc3nc(N4CCN(CC)CC4)cc(C)c3c2)CC1 | -0.5 | 3.8 | -7 | -1 | -1 | -1 | 5 | 1 | 6 | 1.7
